KCNH2 3.1 inh = inhibitors of human KCNH2 3.1 potassium channel isoform | U2OS KCNH2 3.1, thallium flux FluxOr; hits give low values | AID 720553 | activity change, % (tested at about 1.8 µM) | 340,000 compounds, 0.95% hits;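 active means maximum activity change below -70%; inconclusive means maximum activity change from -70% to -50%; inactive means maximum activity change above -50%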;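 further: thallium influx rate constant from kinetic fluorescence after stimulation buffer; on the % scale 0 is the no-effect control and ±100 the full control effect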
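Thallium flux read-out: FluxOr dye with Red40 quencher in HBSS/HEPES, 45 min at RT. Rate constants from kinetic reads were normalized to positive and negative DMSO controls. Cells: U2OS virally expressing the 3.1 isoform.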
Giardia kill = Giardia lamblia killing. 340,000 compounds, 0.15% hits. activity change, % at 7.66 µM, hits read low. AID 540267. Giardia lamblia trophozoite viability; in the data active means activity change below about -80%; inconclusive means between about -30% and that limit;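 further: parasites exposed to compound for two days anaerobically before the ATP read; on the % scale 0 is the no-effect control and ±100 the full control effect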
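Luminescence from cellular ATP indicates surviving trophozoites (100 cells/well) following 48 hrs anaerobic compound treatment at 37 deg C; signal develops 15-30 min at room temperature.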
hERG WT inh = inhibitors of human wildtype KCNH2 potassium channel | Q12809 | U2OS, BacMam KCNH2, thallium flux FluxOr; hits give low values | activity change, % at 1.84 µM | 340,000 compounds, 0.37% hits | AID 720551;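 active means maximum activity change below -70%; inconclusive means maximum activity change between -70% and -50%; inactive means maximum activity change above -50%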; further: on the % scale 0 is the no-effect control and ±100 the full control effect
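U2OS cells were transduced with wild-type KCNH2 virus (2.03 x 10^8 / mL) for 4 h at room temperature, then cultured overnight at 37 C. Thallium flux was read with FluxOr dye. Rate constants were normalized to DMSO controls.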
GALK inhibitor = blocks human galactokinase activity | P51570 | Purified GALK, Kinase-Glo residual ATP luminescence | Potency, µM (top dose mostly 57.5 µM), inactives show at the highest dose activity change, negative = inhibition, most hits filed as inhibitors | 270,000 compounds, 0.007% hits | AID 1868; further: potency means the concentration at half of the fitted maximal effect; on the % scale 0 is the no-effect control and ±100 the full control effect
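Luminescence from leftover ATP (Ultra-Glo luciferase/luciferin) served as read-out after a 1 h room-temperature reaction of 5 nM GALK with 35 uM ATP and 100 uM galactose.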
FBPA coupling cs = counter-screen for Giardia aldolase inhibitors: coupling enzyme system. coupling enzyme system counterscreen, AmpLite Red fluorescence. activity change, negative = inhibition, % at 58.2 µM, hits read low. 290,000 compounds, 0.67% hits; in the data active means activity change below about -30%; further: on the % scale 0 is the no-effect control and ±100 the full control effect
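Coupling enzymes only (glyceraldehyde-3-phosphate) + compound, at 57.5 uM final, 10 min RT; add substrate/coupling/AmpLite Red mix, 20 min RT; fluorescence ex 525/em 598 nm. Actives flag coupling-system interference.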
PKM2 act = increases activity of human pyruvate kinase M2 | purified PKM2, Kinase-Glo ATP luminescence, activation; response scale: 0% is enzyme alone, no compound | 260,000 compounds, 0.34% hits | Potency, µM (highest dose often 57.5 µM), for inactives: at the top dose activation, actives largely listed as activators | P14618; further: potency means the concentration at half of the fitted maximal effect; on the % scale 0 is the no-effect control and ±100 the full control effect; nearly all actives have a fitted effect of over 55% in size
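Kinase-Glo luminescence reports ATP generated from ADP (0.1 mM) and PEP (0.5 mM) by purified hPK-M2 after 1 h at room temperature, pH 7.2 imidazole buffer; intermediate enzyme activity allows detecting inhibitors and activators.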
MLL CXXC-DNA inh = inhibitors of human MLL CXXC domain-DNA interaction | 290,000 compounds, 0.037% hits | Potency, µM (titrated, usually from 115 µM), without a hit: at the top dose activity change, negative = inhibition, hits mostly inhibitors | AID 2662 | MLL-CXXC / FITC-HOXA9 DNA fluorescence polarization | Q03164; active means well fitted inhibition curve with a large enough effect in the polarisation, with a control signal flat, not every such curve was filed as active; inconclusive means small, poorly fitted or top-dose-only effect, or effect the other way, or a change in a side signal; inactive means no such curve, though single readings can be large or run the other way; the % refers to the polarisation; further: potency means the concentration at half of the fitted maximal effect
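Steps: dispense CXXC domain solution (7 uM) → pin compounds or unlabeled HOX-A9 DNA control → 5 min ambient → add FLSN-HOX-A9 solution (50 nM) → spin → 30 min ambient → fluorescence polarization. Tris pH 7.5/NaCl/DTT/BSA buffer.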
B2AR arrestin = beta2AR (human) beta-arrestin recruitment activity | beta-arrestin recruitment to beta2AR, cell-based reporter | Potency, µM (doses to about 46.1 µM), without a hit: top-dose activation, actives largely listed as activators | 330,000 compounds, 0.02% hits;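 further: potency means the concentration at half of the fitted maximal effect; 0% = DMSO controls and full agonism = EC100 isoproterenol or metaproterenol; nearly all actives have a fitted effect of over 65% in size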
Menin-MLL TR inh = displaces Texas Red mutant MLL peptide from human menin; O00255; Menin + Texas Red MLL mutant peptide, fluorescence polarization; Potency, µM (series often up to 61.6 µM), for the others: at the top dose FP activity change, negative = inhibition, actives largely listed as inhibitors; 270,000 compounds, 0.23% hits; active means well fitted inhibition curve with a large enough effect in the polarisation, with a control signal flat, not every such curve was filed as active; inconclusive means small, poorly fitted or top-dose-only effect, or effect the other way, or a change in a side signal; inactive means no such curve, though single readings can be large or run the other way; the % refers to the polarisation; further: potency means the concentration at half of the fitted maximal effect; % of control where 0% means no effect; many of its hits are not listed in these tables
TRPV1 agonist = agonists of human vanilloid receptor 1 (TRPV1); activation, % at 8.33 µM; 320,000 compounds, 0.19% hits; TRPV1-expressing cells, Fluo-8 calcium influx, agonist mode; in the data active means activation above about 80%; inconclusive means between about 30% and that limit; further: 0% is about no effect
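TRPV1-expressing cells were cultured overnight at 35.5C and loaded with Fluo-8 calcium dye for 40 to 90 min at room temperature. After a 10 s baseline, compound was added and calcium influx was read kinetically for 3 min (ex 480/em 520 nm).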
USP2a inh = USP2a (human) protease inhibition. O75604. AID 463254. 330,000 compounds, 0.01% hits. USP2 core, Ub-CHOP2 coupled fluorogenic reporter, 485/531. Potency, µM (doses to about 38.3 µM), for the others: at the highest dose activity change, negative = inhibition, hits mostly inhibitors;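 further: potency means the concentration at half of the fitted maximal effect; plate controls were DMSO wells for no effect and full inhibition by NEM control for full effect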
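Deubiquitinase activity read as fluorescence (485/531 nm) after Ub-CHOP2 cleavage activates the enterokinase reporter on its substrate; USP2 core 10nM, Ub-CHOP2 and substrate 25nM each, 30min compound preincubation then 60min RT; data normalized to NEM, curves fitted.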
Starred values were filed as active, the others as inactive; ? = inconclusive; . = not tested or not shown; & = joins results of further samples; [ ] = dose if it differs, or a comment. Unless noted, the call rests on the fitted dose curve; in most records, active means well fitted curve in the direction sought with a large enough effect; inconclusive means small, poorly fitted or top-dose-only effect, or another doubt; inactive means no such curve, though single readings can be large; an effect the other way counts as inactive or inconclusive.

Structure,KCNH2 3.1 inh,Giardia kill,hERG WT inh,GALK inhibitor,FBPA coupling cs,PKM2 act,MLL CXXC-DNA inh,B2AR arrestin,Menin-MLL TR inh,TRPV1 agonist,USP2a inh
Cc1c(NC(=O)c2ccc(Br)s2)c(=O)n(-c2ccccc2)n1C,-1,-6,-4,7%,5,9%,2%,0.4%,10%,-4,-1%
COc1cccc(NC(=O)CN(C)C(=O)/C=C/c2cc(OC)ccc2OC)c1,10,-14,1,0%,1,16%,-4%,-0.3%,3%,2,2%
CCOc1ccc(-c2cc(CCCC(=O)Nc3cc(OC)ccc3OC)no2)cc1,-17,-1,11,0%,-1,0%,-10%,0.0%,?,-2,0%
Cc1ccc(C)c(N2CN(Cc3ccco3)CNC2=S)c1,4,-5,1,1%,2,-1%,6%,-0.1%,-4%,-1,5%
COc1ccccc1OCCCC(=O)NCc1ccco1,1,5,1,13%,3,-5%,3%,-2.1%,2%,8,-1%
O=S(=O)(Cc1ccccc1)N1CCN(c2ccccc2)CC1,7,6,-18,1%,2,1%,-3%,0.4%,4%,2,-1%
Cc1ccc(-c2nnc(OCC3CCCO3)c3ccccc23)cc1 (stereo not given),-6,-10,-7,0%,2,-1%,-1%,-1.0%,-23%,?,3%
Cc1c(-c2nc(-c3ccc(C(C)(C)C)cc3)no2)n(C)oc1=O,-4,2,2,.,1,-8%,-6%,-0.2%,.,14,-6%
COc1ccc(NC(=O)N2CCCC2C(=O)Nc2ccccc2)cc1 (stereo not given),30,0,9,0%,5,2%,-5%,-0.1%,6%,0,2%
CCOc1ccc(/C=C2\SC(=S)N(NS(=O)(=O)c3ccccc3)C2=O)cc1OC,-2,-24,2,-1%,8,-8%,-16%,0.1%,.,-3,-5%
COc1ccc(SCc2noc(C(=O)NCC3CCCO3)c2C(=O)O)cc1 (stereo not given),11,?,-2,-2%,-3,3%,-5%,-0.4%,-9%,2,2%
CCOC(=O)C1(CCOc2ccccc2)CCN(Cc2cccc3nonc23)CC1,-25,0,7,-3%,-3,-1%,-11%,0.0%,-2%,6,6%
Cc1ccc(C(=O)OCC(=O)N(C)c2ccccc2)c(C)c1,13,1,-2,0%,1,.,-3%,0.3%,?,?,1%
Cc1ccc(CC2S/C(=N/c3ccccn3)NC2=O)cc1 (stereo not given),-9,-1,-5,-1%,1,-7%,20%,-0.1%,-7%,1,0%
CNC(=S)N(CCCO)Cc1cc2cc3c(cc2[nH]c1=O)OCO3,3,-7,4,0%,1,.,14%,0.3%,0%,1,1%
CCN(CC)S(=O)(=O)c1ccc(N2CCOCC2)c(NC(=O)CC(C)(C)C)c1,3,-9,2,1%,-4,3%,5%,0.8%,.,?,2%
CC(C)Cc1nc(SCc2cccnc2)c2c(=O)n(C)c(=O)n(C)c2n1,-6,26,-13,1%,-2,-19%,-2%,0.2%,-27%,12,0%
O=C(Cn1cnc2ccccc2c1=O)NCc1ccco1,9,-15,-12,2%,0,7%,1%,.,4%,0,.
N#Cc1cc(C(=O)c2cc(Br)ccc2O)cn(C2CCCCC2)c1=O,1,8,13,-1%,9,-1%,4%,-0.1%,24%,27,3%
COc1ccccc1-c1cc(C(=O)N/N=C/c2cccs2)c2ccccc2n1,-7,-3,-13,-1%,-7,0%,-1%,-0.1%,-15%,?,-6%
CCN(CC(=O)Nc1cc(Cl)ccc1C)C(=O)C1CC1,-15,-9,6,.,.,.,.,0.5%,.,1,1%
CN(C)S(=O)(=O)c1cccc(NC(=O)CSc2cccc3cccnc23)c1,-14,9,-8,1%,0,?,-7%,-0.8%,?,0,2%
C/C(=N\Nc1ccccc1[N+](=O)[O-])c1ccc(N2CCOCC2)cc1,-6,3,3,15%,-1,5%,0%,-0.1%,?,-7,-3%
CCCCn1c2nc3ccccc3nc2c2c(=O)n(C(C)CC)cnc21 (stereo not given),-3,-1,16,1%,5,-1%,1%,0.4%,-3%,8,1%
CCn1cc(SCC(=O)N2CCc3ccccc32)c2ccccc21,-28,-16,-3,-3%,-14,3%,-2%,-0.5%,18%,-2,0%
Cc1ccc(S(=O)(=O)N(CC(=O)Nc2cccc([N+](=O)[O-])c2)C(=O)N2CCN(C)CC2)cc1,-1,-17,-5,.,.,.,.,-0.2%,.,7,3%
O=C(CS(=O)(=O)c1ccccc1)Nc1ncc([N+](=O)[O-])s1,-7,?,-1,-1%,8,3%,33%,-1.2%,17%,-2,4%
COc1cccc(C(=O)Cn2c(NCCCO)nc3ccccc32)c1,-7,7,7,-6%,4,-2%,10%,-0.6%,4%,3,4%
O=C(O)C1CCCCC1C(=O)Nc1nc(-c2cccs2)cs1 (stereo not given),-10,-8,-10,-1%,8,-15%,9%,-1.4%,5%,0,1%
CCC(=O)NC(=S)Nc1cccc(NC(=O)c2ccccc2)c1,1,-9,-3,-1%,-7,-7%,4%,-0.7%,0%,3,6%
COCCn1c(SCC(=O)NCc2ccccc2)nnc1-c1ccco1,-20,-7,-1,2%,4,2%,-6%,0.0%,4%,-1,0%
Cc1nc(SCC(=O)Nc2ccc(Cl)cc2[N+](=O)[O-])nc(C)c1C,1,-6,-1,1%,1,2%,13%,-0.5%,-15%,-2,1%
CC1CCCC(C)N1/N=C/c1ccc(C#N)cc1 (stereo not given),7,0,3,-1%,1,-6%,0%,-1.0%,-5%,6,6%
Cc1ccnc(NS(=O)(=O)c2ccc(-n3cccn3)cc2)c1,1,-13,-1,-6%,-1,.,49%[activator],-0.3%,-2%,-12,4%
COc1ccc2c(c1)CCN(C(=O)CCl)C2C1C(=O)CCCC1=O (stereo not given),1,-2,-2,1%,-3,8%,2%,5.9%,-9%,-3,0%
CCN1CCN(Cc2ccc(NC(=O)c3cc(NC(=O)C4=NN(c5ccccc5)C(=O)C4)cc(OC)c3)cc2C(F)(F)F)CC1,-20&8,-10,-7&-1,-2%,-3,-14%,8%,-0.4%,.,7,0%
O=C(CCC1CCCN(Cc2ccc3c(c2)OCCO3)C1)NCc1ccc(F)c(F)c1 (stereo not given),8,2,.,2%,0,-1%,4%,-0.8%,2%,2,0%
CCN(CC(=O)Nc1ccc(NC(C)=O)cc1)c1ccc(C(F)(F)F)cn1,-10,-6,-13,0%,3,-7%,11%,-0.7%,0%,-3,0%
Cn1c(=O)[nH]c2nnc(-c3ccc(Cl)c(Cl)c3)nc2c1=O,3,-29,0,0%,-26,-11%,-3%,0.3%,?,-2,7%
COc1cccc(-c2cc3nc4c(c(N5CCC6(CC5)OCCO6)n3n2)CCC4)c1,4,-10,2,6%,-1,2%,3%,0.3%,?,?,-2%
Cc1cc(/C=C(\C#N)C(=O)NCC2CCCO2)c(C)n1-c1ccc(Cl)cc1 (stereo not given),11,4,-38,1%,0,-12%,5%,0.2%,-21%,?,-1%
C=CCNC(=S)N1CCc2[nH]c3ccccc3c2C1,17,-8,1,-1%,-5,-2%,-15%,0.0%,.,4,1%
Cc1ccnc(NC(=O)/C=C/c2ccccc2[N+](=O)[O-])c1,.,.,.,1%,1,-7%,7%,0.2%,?,12,0%
CC(C)CNC(=O)c1ccc(COc2ccc(Cl)cc2Cl)o1,-6,-13,1,0%,.,7%,-6%,-0.7%,11%,12,2%
Cc1c(NC(=O)/C(C#N)=C/c2ccccc2)c(=O)n(-c2ccccc2)n1C,-3,26,-10,-3%,1,10%,16%,0.2%,-8%,-9,1%
CC(C)NCCOc1cccc(Br)c1,19,3,12,0%,-1,8%,3%,-0.3%,3%,4,-1%
CC(C)N1CC2(c3ccccc3)CN(C(C)C)CC(c3ccccc3)(C1)C2=O,-20,-15,40,.,-1,7%,7%,-3.1%,-10%,0,2%
CN(C)CCn1c2c(c(SCC(=O)NCc3ccccc3)nc1=O)CCC2,7,-12,-14,.,.,.,.,-0.4%,.,5,0%
Nc1nc(Br)c2c(F)cccc2c1-c1ccc(Cl)cc1,-3,16,4,0%,-1,6%,-2%,-0.6%,.,.,0%

A portion of the library; rates above refer to the full screens.
